tim10-1 inh – growth inhibitors of tim10-1 mutant yeast, primary screen, luminescence, uHTS. 330,000 compounds, 2.2% hits. AID 463190, 2010. S. cerevisiae tim10-1 ts strain growth, BacTiter-Glo, 24 h. inhibition, % at 20 µM;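 active = inhibition of at least 40%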;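 note: mutant grown at 25 °C; 0% = DMSO wells with yeast and 100% = wells holding no yeast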
tim23-1 inh – growth inhibitors of tim23-1 mutant yeast, primary screen, luminescence, uHTS | S. cerevisiae tim23-1 growth, BacTiter-Glo luminescence, 24 h | inhibition, % at 20 µM | 330,000 compounds, 1.3% hits | AID 463212, 2010;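 active = growth inhibition of the mutant yeast at or above 50%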;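 note: temperature-sensitive mutant grown at 25 °C; plate controls were DMSO-treated mutant yeast for no effect and medium wells lacking yeast for full effect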
APJ antag – antagonists of human apelin receptor APJ, primary screen, CHO-K1 cells, beta-arrestin complementation, luminescence | 330,000 compounds, 0.32% hits | inhibition, % at 20 µM | P35414 | AID 2521, 2010;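 active = inhibition above about 40% at 20 µM, limit read from the data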;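 note: cells challenged with 10 nM apelin-13 agonist together with compound; plate controls were apelin-13 plus DMSO wells for no effect and DMSO wells lacking apelin-13 for full effect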
Target sequence (P35414 whole entry, looked up): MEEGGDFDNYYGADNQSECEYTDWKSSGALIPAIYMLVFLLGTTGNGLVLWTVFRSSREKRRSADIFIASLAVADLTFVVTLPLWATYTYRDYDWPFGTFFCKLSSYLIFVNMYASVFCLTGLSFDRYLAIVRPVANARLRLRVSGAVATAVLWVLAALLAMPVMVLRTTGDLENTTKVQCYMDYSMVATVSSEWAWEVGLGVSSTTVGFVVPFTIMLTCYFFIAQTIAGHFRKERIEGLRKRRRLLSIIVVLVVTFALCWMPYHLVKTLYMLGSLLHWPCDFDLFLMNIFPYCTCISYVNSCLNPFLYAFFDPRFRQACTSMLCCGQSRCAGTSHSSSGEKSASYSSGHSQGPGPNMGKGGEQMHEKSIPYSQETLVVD
Mdm2 MdmX PPI – inhibitors of human Mdm2-MdmX association, primary screen, cell-based, luminescence, split luciferase, SaOS-2, uHTS; Protein Mdm4 (Homo sapiens) + E3 ubiquitin-protein ligase Mdm2 (Homo sapiens), …; SaOS-2 split-luciferase Mdm2/MdmX complementation; inhibition, % at 8 µM; 330,000 compounds, 3% hits; AID 485346, 2010;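 active = inhibition of at least 50% at 8 µM in the primary screen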
CXCR6 inh – CXCR6 receptor inhibitors, primary screen, cell-based, beta-arrestin, luminescence, CHO-K1 PathHunter, 1536-well | C-X-C chemokine receptor type 6 (Homo sapiens), O00574 | AID 602244, 2012 | 360,000 compounds, 0.36% hits | inhibition, % at 20 µM; in the data active = inhibition above about 34%, passing the limit was not always enough;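 note: antagonist mode with CXCL16 agonist at 10 nM final; 0% = 10 nM CXCL16 with DMSO and 100% = unstimulated wells without agonist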
Target sequence (O00574 whole entry, looked up): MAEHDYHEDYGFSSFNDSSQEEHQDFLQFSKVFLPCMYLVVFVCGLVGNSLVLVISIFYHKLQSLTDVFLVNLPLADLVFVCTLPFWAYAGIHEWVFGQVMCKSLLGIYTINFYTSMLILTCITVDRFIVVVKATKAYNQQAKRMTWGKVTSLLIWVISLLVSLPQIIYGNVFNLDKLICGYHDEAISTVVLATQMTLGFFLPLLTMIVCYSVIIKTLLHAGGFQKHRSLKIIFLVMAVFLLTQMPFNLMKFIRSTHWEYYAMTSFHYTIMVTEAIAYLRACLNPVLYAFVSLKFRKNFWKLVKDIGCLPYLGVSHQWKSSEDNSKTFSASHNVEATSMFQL
APJ agonist – agonists of human apelin receptor APJ, primary screen, CHO-K1 cells, PathHunter beta-arrestin, luminescence; 330,000 compounds, 0.11% hits; 0% DMSO wells, 100% apelin; activation, % at 20 µM; AID 2520, 2010;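 active = activation more than six SD over the plate average, tested at 20 µM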;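 note: 0% = DMSO alone and 100% = apelin-13 at 10 nM; some results filed as inactive read as strong as hits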
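Material: CHO-K1 APJ beta-arrestin complementation cell line; Input: cell density 1000 per well; Incubation: compound stimulation 90 min at 25 °C, detection 60 min; Signal: luminescence from split beta-galactosidase complementation, Galacton Star/Emerald II substrate; Controls: DMSO-only wells as negative, 10 nM Apelin-13 as positive control.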
XBP1 UPR activ – activators of adaptive XBP1 UPR arm, primary screen, cell-based, CHO-XBP1 luciferase reporter, luminescence, uHTS; IRE1-XBP1 UPR activation; percent of tunicamycin response, DMSO as zero; activation, % at 20 µM; 330,000 compounds, 0.33% hits; AID 463104, 2010;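 active = versus positive control, 20 µM dose yields 30% or more activation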;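 note: 100% = tunicamycin at 10 µg/mL and 0% = DMSO only wells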
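Material: CHO cell line with stable XBP1 luciferase reporter; schedule: 16-18 h cell attachment at 37 °C, then 6 h compound exposure; signal: glow luminescence from Steady-Glo reagent; medium: serum-containing F12 medium, 10% FBS; benchmarks: tunicamycin 10 µg/mL and vehicle-only wells; read-out: percent activation relative to tunicamycin reference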
CHOP UPR activ – activators of apoptotic CHOP UPR arm, primary screen, cell-based, CHO-CHOP luciferase reporter, luminescence, uHTS. 330,000 compounds, 0.34% hits. activation, % at 10 µM. UPR activation; percent of tunicamycin response over DMSO baseline;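 active = at 10 µM dose, activation of 40% or more, normalized to positive control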;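 note: 100% = tunicamycin at 10 µg/mL and 0% = DMSO alone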
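Assay system: CHO cells with stable CHOP pathway luciferase reporter; Buffer or medium: F12 plus 10% serum; Times: 16-18 h cell attachment, then 6 h compound exposure, 37 °C; Signal: luciferase luminescence; Read-out basis: percent activation relative to tunicamycin control; Control set: tunicamycin high control, DMSO low control.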
TIM10 inh – growth inhibitors of isogenic TIM10 control yeast, primary screen, counter-screen for tim10-1 yeast inhibitor project, luminescence, uHTS. S. cerevisiae TIM10 strain growth, BacTiter-Glo luminescence, 24 h. inhibition, % at 10 µM. 330,000 compounds, 1.4% hits. AID 463195, 2010;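 active = inhibition of 40% or more at the single tested concentration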;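 note: wild-type TIM10 isogenic control strain grown at permissive 25 °C; 0% = DMSO yeast wells and 100% = minimal medium wells without yeast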
* marks the source's active call; other numbers are inactive results; · = not tested or not shown.

SMILES	tim10-1 inh	tim23-1 inh	APJ antag	Mdm2 MdmX PPI	CXCR6 inh	APJ agonist	XBP1 UPR activ	CHOP UPR activ	TIM10 inh
CCNc1nc(Cl)nc(NNC(=O)C(C)Oc2ccccc2)n1 (stereo not given)	18	7	2	16	4	1	0	0.0	7
COc1ccc(-c2cc(C(=O)Nc3ccc(Cl)cc3Cl)c3ccccc3n2)cc1OC	21	15	6	-20	5	0	-3	3.7	16
COc1cccc(NC(=O)COC(=O)CCSc2ccccc2)c1	22	32	4	-5	-3	-4	3	-1.5	4
N#Cc1cc(S(=O)(=O)c2ccc(Cl)cc2)c(N)[nH]c1=O	2	7	20	12	8	-1	0	0.1	4
COc1ccc(CCNC(=O)c2ccn[nH]2)cc1OC	-25	-4	6	19	4	-2	-5	-1.1	-2
Cc1ccc(S(=O)(=O)N2CCOCC2)cc1C(=O)OC1CCOC1=O (stereo not given)	-2	-10	12	25	9	-3	0	0.5	-2
CC(=O)Nc1ccc(NC(=O)c2cccc(S(=O)(=O)N(C)C3CCCCC3)c2)cc1	-1	4	-18	-14	-10	0	1	-0.4	14
COCc1nnc(NC(=O)CC(C)c2ccccc2)s1 (stereo not given)	3	-9	1	-19	3	-6	-1	2.3	6
CCNC(=O)COC(=O)/C=C/c1cccs1	1	-3	0	23	-9	-3	-3	1.4	-1
CC(C)CC1C(C#N)=C(N)Oc2n[nH]c(-c3ccccc3)c21 (stereo not given)	22	19	-3	-16	6	3	-1	-0.1	9
O=C(CSc1ccc(Cl)cc1)NNC(=O)c1ccncc1	-4	-6	1	18	-16	2	-2	1.2	2
CSCC[C@H](NC(=O)N1CCn2c1nc1ccccc12)C(=O)NCc1ccco1	20	12	-7	3	-8	-3	-2	-0.6	-4
Fc1ccc(Nc2nnns2)cc1	-3	4	7	10	-3	-5	-2	0.4	7
CCc1nc(SCC(=O)N2CCCC2)c2c(=O)n(C)c(=O)n(C)c2n1	6	21	-3	11	8	9	0	1.4	-1
N#Cc1ccc(CN2CCN(C(=O)CNS(=O)(=O)c3ccc4c(c3)OCCCO4)CC2)cc1	7	-4	3	9	0	-2	-4	0.5	4
Cc1nc2sc(C(c3cccs3)N3CCN(c4ccccc4)CC3)c(O)n2n1 (stereo not given)	19	2	0	11	2	-5	-1	-0.9	-1
O=c1[nH]nc(Cc2ccc3ccccc3n2)c2ccccc12	-2	7	1	2	3	-3	2	-1.5	-5
CCOC(=O)C1=C(C)Nc2ccccc2N=C1N	16	5	-15	-17	-9	-1	-2	1.2	28
Cc1cc(Cl)ccc1NC(=S)NCc1ccco1	18	19	-3	-18	0	-1	-1	0.5	26
Cc1ccc(C2C3=C(CC(C)(C)CC3=O)NC3=C2C(=O)c2ccccc23)cc1 (stereo not given)	30	25	23	22	15	-2	-1	-1.3	15
O=C1CC(SC(=NCc2ccc3c(c2)OCO3)Nc2ccccc2)C(=O)N1 (stereo not given)	4	4	0	24	5	-2	0	-1.8	3
CN(C)/C=C/c1onc(-c2c(F)cccc2Cl)c1C#N	21	24	-4	-11	-6	0	2	1.8	23
CCN(CC(=O)Nc1c(F)cccc1F)C(=O)CCc1nc2ccccc2c(=O)[nH]1	0	-8	8	23	3	-5	-1	-0.1	2
CCN(CC)c1cc2nc(C)n(Cc3ccccc3)c(=O)c2cc1NC(=O)C1CC1	23	21	3	17	4	0	-1	-1.6	8
O=c1c2c3c(sc2n2cnnc2n1-c1ccccc1)N(Cc1ccccc1)CCC3	-9	-1	-5	-2	·	-2	1	-1.3	-5
O=C(c1c(O)c2ccccc2oc1=O)C1CCC1	-18	-4	-23	-3	9	-3	1	-2.0	-24
O=C(CCC(=O)NNC(=O)COc1ccc(Br)cc1)NCc1ccccc1	-15	-6	14	-4	-3	-2	-1	0.2	-21
C[C@H](CO)N1C[C@H](C)[C@H](CN(C)Cc2ccccc2)Oc2c(NC(=O)Nc3ccc(F)cc3)cccc2C1=O	12	14	25	17	-9	-1	-1	13	0
O=C(Nc1ccc(N2CCN(C(=O)c3ccccc3)CC2)cc1)c1ccc2c(c1)OCO2	23	20	-2	4	-10	11	1	2.7	37
O=C(Cc1ccccc1F)Nc1ccc2c(c1)CCC2	-11	19	5	-38	8	0	-2	5.8	-7
O=C(COc1cccc(Cl)c1)Nc1ccc2c(c1)CCC2	0	20	5	-11	2	-4	0	3.3	13
COc1ccc(NC(=O)CN2CCc3ccccc3C2)cc1OC	20	11	7	3	3	-1	-1	1.8	-12
CC(=O)NS(=O)(=O)c1ccc(NC(=O)/C=C/c2ccc(C)o2)cc1	-6	5	-1	4	4	-4	-6	-1.3	8
CCOC(=O)C1=C(C)N(C)C(=S)NC1c1ccc(Cl)cc1 (stereo not given)	5	20	-9	-13	-7	-2	-1	1.5	21
Cc1cc(C)c(C)c(OCCCOc2cccc3cccnc23)c1	26	17	12	-32	5	-4	-2	0.6	31
Cc1nc(NC(=O)C(C)Oc2cccc(Cl)c2)sc1C(=O)N(C)C (stereo not given)	32	20	14	-25	2	-2	1	6.4	-16
O=C(Nc1nc2ccccc2[nH]1)c1ccc(S(=O)(=O)N2CCOCC2)cc1	14	19	-3	-12	-1	-2	5	1.1	-3
c1ccc(Nc2nc(N3CCOCC3)nc(N3CCOCC3)n2)cc1	6	13	-7	56*	3	-2	0	0.5	-2
COc1ccc(COC(=O)CCS(=O)(=O)c2ccc(C)cc2)cc1	31	39	11	2	-1	-6	-1	-0.7	20
COc1ccc(NC(=S)N(Cc2ccc(N(C)C)cc2)Cc2ccco2)cc1	36	37	0	-16	-10	-6	-3	0.7	37
COc1ccc(CNC(=O)CCCn2ncn3c(cc4occc43)c2=O)cc1	-4	-6	18	3	2	3	-2	-2.6	-3
O=C(CN1CCNCC1)NCCSc1ccc(Cl)cc1	0	-3	10	13	-3	-1	1	2.1	-14
Cc1cc(C)c2sc(N(CCN(C)C)C(=O)c3cc(Cl)sc3Cl)nc2c1	6	26	-19	15	0	-4	-3	1.3	6
C/C=C/C1=CC(=O)C[C@H](c2ccc3c(c2)OCO3)C1	-4	-10	9	35	-8	-3	0	0.3	-5
CCCCCNCC(=O)Nc1cccc(C(=O)Nc2cccc(C(F)(F)F)c2)c1	20	-1	-28	39	-4	-3	1	1.7	28
CN1CCN(C(=O)CCc2nc3ccccc3c(=O)[nH]2)CC1	6	-7	-13	-2	-6	-1	-3	-2.4	-12
CC(C)OCCCn1c(-c2ccc(Br)cc2)c[nH]c1=S	43*	-5	2	18	2	-1	-3	1.8	39
CCCNC(=O)c1cc(S(=O)(=O)N2CCCCC2)c[nH]1	-25	4	6	10	-2	-3	-4	0.1	13
COc1cc(CN2CCC(N3CCC(C(=O)N4CCCC4)CC3)CC2)cc2c1OCO2	-3	7	-5	18	0	1	-2	-1.3	-1
O=[N+]([O-])c1ccccc1-c1cc(-c2ccccc2O)n[nH]1	-2	41	29	-123	-2	-2	1	1.8	13

(listing goes on)
SMILES	tim10-1 inh	tim23-1 inh	APJ antag	Mdm2 MdmX PPI	CXCR6 inh	APJ agonist	XBP1 UPR activ	CHOP UPR activ	TIM10 inh
COC(C[C@@H]1O[C@@H]1C(=O)[C@H](C)OCc1ccccc1)OC	-17	-17	3	-17	1	-3	-1	0.1	-11
OC[C@@H]1[C@@H](c2ccc(Cl)cc2)C(c2ccc(F)cc2)=NN1c1ccccc1	34	56*	·	39	-19	·	1	1.5	17
O=C(CSc1nc2ccccc2nc1N1CCCCC1)Nc1ccc(F)cc1	8	7	15	13	6	-3	-3	1.7	-10
O=C(NNc1c(Cl)cccc1Cl)c1ccno1	-41	-55	-3	-15	-12	2	-1	2.3	-49
COc1ccc(CCN(C)C(=O)C2CCN(C(=O)Nc3ccccc3)CC2)cc1OC	13	7	-67	8	-14	3	0	-0.4	3
COc1cc(OC)cc(C(=O)N[C@H](C(=O)OCC(=O)NC(=O)NC(C)(C)C)C(C)C)c1	9	10	-2	2	0	0	-3	-1.7	7
COc1ccc(C(C(=O)NCC2CCCO2)N(C(=O)CNC(=O)c2ccco2)c2ccccc2)cc1OC (stereo not given)	23	10	0	12	2	0	-2	-0.3	-3
COc1cccc(C(=O)NC2CC3CCCC(C2)N3S(=O)(=O)c2ccccc2)c1 (stereo not given)	17	26	2	-15	3	-4	-1	1.7	10
COc1ccc(C=C2C=C(C(C)(C)C)C(=O)C(C(C)(C)C)=C2)cc1OC	29	40	37	100*	25	0	-14	-12	22
Cc1ccc(/C(=N/Nc2ncnc3ccccc23)C(=O)O)cc1	14	8	0	-2	0	3	3	4.8	-1
Cn1cccc1/C=N/NC(=O)c1ccc[n+]([O-])c1	-4	3	11	10	-14	0	1	1.6	-5
CNC[C@@H](Cc1ccccc1)NC[C@@H](CC1CCCCC1)NCCCc1ccccc1	-30	-36	32	98*	-4	9	2	74*	-3
O=C(Oc1ccccc1N1CCOCC1)c1ccccc1	24	12	16	1	-6	-2	-2	-0.8	26
CCCCCc1cc(=O)oc2c(C(CCN3CCCC(C)C3)c3ccc4c(c3)OCO4)c(OC)cc(OC)c12 (stereo not given)	33	43	6	79*	-8	2	0	16	8
Nc1nc(SCC(=O)Nc2ccc(Cl)c(S(=O)(=O)N3CCOCC3)c2)n[nH]1	6	-3	-12	5	2	-3	1	-1.0	-18
Cc1cccc(C)c1NCc1n[nH]c(=S)n1-c1ccccc1	8	14	-9	0	-2	-4	1	1.2	12
CC(=O)c1cccc(NS(=O)(=O)c2ccc(-c3cc(C)no3)s2)c1	5	25	14	0	-2	-1	-5	2.6	7
COc1ccc(C(=O)OCCN2C(=O)c3ccccc3C2=O)cc1	9	4	8	-8	-7	0	-2	1.4	-15
Cc1onc(-c2ccccc2Cl)c1C(N)=O	1	0	11	1	-4	1	0	-2.0	-2
CC(C)(CNCc1ccccc1)NS(=O)(=O)c1ccc(Cl)cc1	-2	1	-4	4	7	-3	-1	-0.9	14

Whole records as entered above. Screens in order: tim10-1 inh | tim23-1 inh | APJ antag | Mdm2 MdmX PPI | CXCR6 inh | APJ agonist | XBP1 UPR activ | CHOP UPR activ | TIM10 inh
Shown for Cc1cccc(C)c1NCc1n[nH]c(=S)n1-c1ccccc1 = 8 | 14 | -9 | 0 | -2 | -4 | 1 | 1.2 | 12
Shown for Cc1onc(-c2ccccc2Cl)c1C(N)=O = 1 | 0 | 11 | 1 | -4 | 1 | 0 | -2.0 | -2
Shown for O=C(Oc1ccccc1N1CCOCC1)c1ccccc1 = 24 | 12 | 16 | 1 | -6 | -2 | -2 | -0.8 | 26

The list is partial; count on the stated rates, not on these rows.
